# Compound activity from PubChem.
# PABP1 MLLE inh: blocks PAM2 peptide binding to the PABP1 MLLE domain | actives 0.36% (n = 360,000) | inhibition, % at 20 µM | P11940 | AID 588489 | GST-MLLE / FITC-PAM2 fluorescence polarization; in the data active means inhibition above about 35%, passing the limit was not always enough;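 further: plate controls were DMSO wells with GST-MLLE for no effect and wells lacking GST-MLLE protein for full effect; some results filed as inactive read as strong as hits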
# CSN inh: inhibitors of human CSN-mediated cullin deneddylation; AID 651999; Q92905; Purified CSN, SCF-Nedd8-OG deneddylation, fluorescence polarization; inhibition, % at 12.5 µM; actives 0.38% (n = 360,000);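 active means pattern-corrected inhibition above about 35%, with an unprinted fluorescence ratio check between 0.5 and 1.5, limit read from the data, passing the limit was not always enough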;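 further: 0% = enzyme with substrate and 100% = substrate without enzyme; some results filed as inactive read as strong as hits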
# Target sequence (Q92905 whole entry, looked up, one chain of several): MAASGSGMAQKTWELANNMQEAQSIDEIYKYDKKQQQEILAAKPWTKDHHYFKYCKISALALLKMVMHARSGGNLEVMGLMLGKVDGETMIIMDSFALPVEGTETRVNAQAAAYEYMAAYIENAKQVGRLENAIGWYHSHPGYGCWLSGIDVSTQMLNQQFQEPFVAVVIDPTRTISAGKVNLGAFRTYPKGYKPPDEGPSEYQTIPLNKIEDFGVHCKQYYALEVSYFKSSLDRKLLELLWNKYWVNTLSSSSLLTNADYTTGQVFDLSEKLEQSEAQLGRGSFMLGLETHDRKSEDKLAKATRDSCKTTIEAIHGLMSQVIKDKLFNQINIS
#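 test system = HEK293T-derived human Csn5 enzyme | amount = 0.24 nM Csn5 enzyme, final concentration | medium = Tris/NaCl/DTT buffer, pH 7.5 | schedule = 90 min reaction at room temperature | signal = FP | evaluation = inhibition of Csn5 cleavage, % | compound dosing = single dose of 12.5 µM compound with 0.25% DMSO | probe or stimulus = 10 nM SCFSkp2-Nedd8OG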
# Rin1 Abl inh: blocks binding of human Rin1 to Abl. TR-FRET Rin1/Abl binding, biochemical. actives 0.4% (n = 360,000). inhibition, % at 7.35 µM. AID 588664; in the data active means inhibition above about 5%, passing the limit was not always enough
# MsrA inhibitor: inhibitors of bovine MsrA | purified bovine MsrA, absorbance read-out | inhibition, % at 15.5 µM | actives 0.75% (n = 360,000) | AID 651718; in the data active means inhibition above about 4.5%;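 further: 0% = vehicle wells with enzyme and 100% = reference inhibitor wells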
# FAS-TE inh: FAS thioesterase (human) inhibition | recombinant FAS-TE, OMFH fluorogenic substrate, fluorescence endpoint | inhibition, % at 15 µM | actives 0.67% (n = 360,000);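 active means compounds whose normalised, plate-corrected inhibition of enzyme fluorescence in the single-dose primary screen is 50% or more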;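 further: 0% = DMSO with enzyme and 100% = substrate without enzyme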
# Tb MetRS inh: Trypanosoma brucei MetRS inhibition. purified T. brucei MetRS, ATP depletion, Kinase-Glo luminescence. inhibition, % at 11.9 µM. actives 0.4% (n = 360,000);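 active means inhibition above a per-plate cutoff of the control wells' mean inhibition plus 3 SD, cut at about 5.5% in these data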;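 further: 0% = DMSO wells median and 100% = median of wells with control inhibitor compound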
#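 Dosing: 11.9 µM compound single dose, 0.9% DMSO; Assay system: purified T. brucei MetRS enzyme; Measured by: Kinase-Glo luciferase luminescence reporting remaining unconsumed ATP; Schedule: 15 min plus 2 h at 25 °C.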
# MsrA act: activates bovine MsrA enzyme; purified bovine MsrA, absorbance read-out; activation, % at 10.6 µM; actives 0.3% (n = 360,000); in the data active means activation above about 7.5%;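 further: 0% = vehicle and 100% = reference activator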
# eLon inh: E. coli protease La inhibition | purified E. coli Lon protease, fluorescence polarization | AID 602123 | inhibition, % at 7.94 µM | actives 0.42% (n = 360,000) | P0A9M0; in the data active means inhibition above about 13%, passing the limit was not always enough;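 further: 0% = enzyme with probe and DMSO and 100% = no enzyme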
# Neddylation inh: inhibitors of human cullin neddylation; calls only at 25 µM; TR-FRET cullin neddylation, biochemical; AID 651699; actives 0.58% (n = 360,000); P61081+Q13564; in the data active means inhibition above about 36%
# Target sequence (P61081 whole entry, looked up): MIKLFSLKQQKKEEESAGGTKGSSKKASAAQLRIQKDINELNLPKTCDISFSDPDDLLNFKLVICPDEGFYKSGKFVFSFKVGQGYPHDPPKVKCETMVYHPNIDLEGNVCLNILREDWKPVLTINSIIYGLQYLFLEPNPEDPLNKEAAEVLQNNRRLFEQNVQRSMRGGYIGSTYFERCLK
# Target sequence (Q13564 whole entry, looked up): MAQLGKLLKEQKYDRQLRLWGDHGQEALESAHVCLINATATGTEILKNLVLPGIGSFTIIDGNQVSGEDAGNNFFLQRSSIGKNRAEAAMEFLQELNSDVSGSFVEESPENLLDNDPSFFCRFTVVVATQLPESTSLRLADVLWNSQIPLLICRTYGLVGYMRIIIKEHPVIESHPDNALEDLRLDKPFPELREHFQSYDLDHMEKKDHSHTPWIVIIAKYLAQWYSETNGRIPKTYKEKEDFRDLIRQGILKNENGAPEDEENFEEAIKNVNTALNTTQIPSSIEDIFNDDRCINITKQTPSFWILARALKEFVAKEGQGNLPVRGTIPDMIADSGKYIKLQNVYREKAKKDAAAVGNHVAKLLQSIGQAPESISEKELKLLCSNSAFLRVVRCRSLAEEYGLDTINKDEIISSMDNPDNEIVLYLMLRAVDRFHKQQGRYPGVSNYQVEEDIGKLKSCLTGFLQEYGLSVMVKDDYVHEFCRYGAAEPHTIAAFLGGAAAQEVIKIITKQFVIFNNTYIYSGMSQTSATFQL
# Starred values were filed as active, the others as inactive; i = inactive; . = no result given.
SMILES,PABP1 MLLE inh,CSN inh,Rin1 Abl inh,MsrA inhibitor,FAS-TE inh,Tb MetRS inh,MsrA act,eLon inh,Neddylation inh
Cc1nc(SCC(=O)NC2CCCCC2C)nc(C)c1C (stereo not drawn),14,-5,3,-0.8,-5,-0.2,0,3,i
COC(=O)CP(=O)(c1ccccc1)c1ccccc1,17,1,2,0.4,-3,0.3,0,-6,i
CCC(=N\NC(=O)COc1ccccc1OC)/C(CC)=N/NC(=O)COc1ccccc1OC,-5,4,2,-0.9,-5,-0.4,-6,-11,i
CS(=O)(=O)c1cnc(-c2ccccc2)nc1-c1ccc(Cl)c(Cl)c1,-3,-6,-1,-0.3,4,-0.4,-4,-4,i
O=C(Cn1cnc2c(NC(=O)OCc3ccccc3)ncnc21)NCCN1CCOCC1,-5,0,2,0.3,-15,-0.4,3,2,i
CC(=O)NC1=NN(C(C)=O)C(C)(c2cccs2)S1 (stereo not drawn),9,-2,3,-0.1,1,-0.6,0,6,i
Cc1nc2ccc(Cc3ccc4nc(C)[nH]c4c3)cc2[nH]1,-35,2,2,0.4,-4,-0.3,1,5,i
S=C(NNc1cccc(Cl)c1)NC1CCCCC1,-83,-8,-1,-0.2,13,-0.2,-4,-7,i
CN(Cc1ccco1)C(=O)CN1C(=O)NC2(CCCC2)C1=O,2,1,4,1.2,-7,0.0,-2,-7,i
Cc1ccc(/C=N/NC(=O)Cn2cncn2)cc1,-8,-6,0,0.3,-4,-0.8,-4,-8,i
CCC1CCCCN1CCCNC(=O)C1CCC(CNS(=O)(=O)c2c(C)cc(C)cc2C)CC1 (stereo not drawn),0,5,5,-0.9,-8,-1.0,-10,9,i
O=C1c2ccccc2S(=O)(=O)N1CCOc1ccccc1,4,-3,0,0.2,8,-0.3,2,2,i
COc1cccc(OCCNc2cc(N3CCCCC3)ccc2[N+](=O)[O-])c1,-2,1,2,0.9,33,-1.3,-3,-11,i
O=C(NCc1ccc(Cl)cc1Cl)c1ccccn1,-9,-2,2,-0.8,1,0.4,-2,-7,i
CCc1ccc(OCC(=O)NC(NC(=S)Nc2ccccc2)C(Cl)(Cl)Cl)cc1 (stereo not drawn),34,1,3,0.6,-8,0.4,-3,-7,i
Nc1nnc(-c2ccc([N+](=O)[O-])o2)s1,-3,-6,0,3.5,9,-0.3,5,3,i
O=C(NCc1ccc(S(=O)(=O)Nc2ccccc2Cl)s1)c1ccccc1,3,0,0,0.3,-6,0.1,-3,3,i
CC(C)C(NC(=O)c1ccc(Cl)cc1Cl)C(=O)N1CCN(S(=O)(=O)c2ccccc2)CC1 (stereo not drawn),4,-6,6,0.0,0,0.5,4,-22,i
COc1cc(NC(=O)c2cc(CC(C)C)on2)c(OC)cc1Cl,8,-1,-1,0.2,26,-0.7,-3,-5,i
COc1cc2[nH]c3c(N4CCN(c5ccccn5)CC4)ncnc3c2cc1OC,-11,6,-2,.,-2,0.1,-1,-6,.
CC(=O)N1CCN(c2ccc(NC(=O)c3ccc4ccccc4c3)cc2)CC1,-4,0,-1,0.6,-1,0.7,-2,-1,i
O=C(CSc1nnc(C2CC2)n1-c1ccccc1)NCCc1ccc(F)cc1,-1,0,-1,1.2,-3,-0.4,-3,-4,i
O=C(c1cnn(-c2ccccc2)c1)c1cc(F)ccc1O,-6,-2,-1,0.3,11,-0.8,0,-2,i
O=C(COc1ccccc1)N(CCc1ccccc1)c1nc(-c2ccc(F)cc2)cs1,-29,-3,0,0.2,29,0.2,0,4,i
Clc1ccc(N2CCN(c3ccnc(Cl)n3)CC2)cc1,-12,-1,-4,0.2,13,-0.2,-3,6,i

# An excerpt of these results, with two lines to a compound:
# Each structure is followed by: PABP1 MLLE inh	CSN inh	Rin1 Abl inh	MsrA inhibitor	FAS-TE inh	Tb MetRS inh	MsrA act	eLon inh	Neddylation inh
> O=C1c2ccccc2S(=O)(=O)N1CCOc1ccccc1
  4	-3	0	0.2	8	-0.3	2	2	i
> COc1cc2[nH]c3c(N4CCN(c5ccccn5)CC4)ncnc3c2cc1OC
  -11	6	-2	.	-2	0.1	-1	-6	.
> Clc1ccc(N2CCN(c3ccnc(Cl)n3)CC2)cc1
  -12	-1	-4	0.2	13	-0.2	-3	6	i

# (continued)
SMILES,PABP1 MLLE inh,CSN inh,Rin1 Abl inh,MsrA inhibitor,FAS-TE inh,Tb MetRS inh,MsrA act,eLon inh,Neddylation inh
CCOC(=O)NC(=O)C(=CNc1cccc(C)c1)C(=O)NC(=O)OCC,1,1,0,0.2,-9,0.4,-2,8,i
COc1ccc(S(=O)(=O)N2CCCOC2CNC(=O)C(=O)NCCCn2ccnc2)cc1 (stereo not drawn),-3,1,3,0.2,-14,-0.4,0,-4,i
COc1ccc(CCNC(=O)Cc2nn(C)c(=O)c3ccccc23)cc1OC,-3,1,2,1.1,-8,1.1,2,-7,i
Cc1ccc(S(=O)(=O)N2CCOC23CCN(C(=O)C(=O)NCCC(C)C)CC3)cc1,4,-4,4,-0.4,1,-0.4,-2,-11,i
CCOc1ccc2nc(NC(=O)CN3CCN(C)CC3)sc2c1,-7,-5,-1,2.1,-8,-1.8,-12,-9,i
CCCCc1nnc(NC(=O)c2ccc(S(=O)(=O)N3CCOCC3)cc2)s1,14,-1,2,-0.4,-4,0.0,-1,-7,i
COc1cc2c(cc1OC)CN(C(=O)c1cc(COc3ccccc3SC)on1)CC2,-17,-1,-5,-1.0,18,-0.1,1,0,i
CCOC(=O)N1CCN(C(=O)C2CC(c3ccc(F)cc3)=NO2)CC1 (stereo not drawn),8,-1,2,-1.6,-4,-0.3,-3,-6,i
O=[N+]([O-])c1ccc(N2CCN(c3ccccc3)CC2)nc1,4,3,-1,0.1,11,-1.4,-7,4,i
CCC(=O)N1CCC(C)(C(=O)Nc2ccc3c(c2)OCO3)C1 (stereo not drawn),2,-1,-2,-0.5,-7,0.3,1,-5,i
O=C(CSc1nc2ccccc2c(=O)n1CCCC(=O)N1CCCC1)NCc1ccco1,-1,5,-6,-0.3,-5,-0.4,-3,10,i
O=C(/C=C/NNC(=O)c1ccccc1)c1ccc([N+](=O)[O-])cc1,18,0,2,-0.6,20,0.0,-2,9,i
COc1ccc(OC)c(C(=O)c2coc3ccc(OC)cc23)c1,-5,-11,-5,0.8,10,-0.7,1,6,i
O=C1c2ccccc2NC(c2cccc(O)c2)N1Cc1ccco1 (stereo not drawn),-2,0,-1,-0.2,-5,0.8,-2,-7,.
COc1cc(C(=O)NC2CC(C)(C)NC(C)(C)C2)cc(OC)c1OC,-3,-6,0,-1.6,-5,-0.5,-3,3,i
COc1ccc(N2CCN(C(=O)c3ccc(Cn4nc(C)c([N+](=O)[O-])c4C)o3)CC2)cc1,8,-5,-1,-0.2,23,0.3,-1,-1,i
CC(C)(C)c1ccc(-n2nc(C#N)c(Cl)cc2=O)cc1,-3,21,8,1.6,46,-1.6,-11,-7,i
O=C(Nc1ccc2c(c1)OCO2)c1cnn2cccnc12,13,-5,-5,3.0,-2,-1.4,-11,-2,i
COc1ccc(C2=Nc3ccccc3N(C(=O)c3cc(Cl)cc(Cl)c3)C2C(=O)NCc2ccccc2)cc1 (stereo not drawn),.,1,.,1.4,.,-0.1,.,.,i
N#Cc1nc(COc2ccc(-c3ccccc3)cc2)oc1NCCCN1CCOCC1,11,0,2,0.6,12,-0.5,0,4,i
O=C(Nc1ccc(Oc2ccc(Cl)cc2)cc1)c1ncn[nH]1,8,3,-2,0.2,-192,0.2,1,-2,i
Cc1ccc(Cl)cc1N1CCN(C(=O)Cn2ccc3ccccc3c2=O)CC1,-9,0,-2,-0.5,19,-0.5,-2,2,i
COc1ccc(-c2csc(NC(=O)c3ccco3)n2)cc1,-7,0,-3,2.2,7,-0.3,0,7,i
CC(=O)c1c(C(C)=O)c(C)n(-c2ccc(O)cc2)c1C,-6,4,3,1.1,-5,-0.5,0,0,i
CC1CCCCN1S(=O)(=O)c1ccc(C(=O)Nc2nnc(-c3ccco3)o2)cc1 (stereo not drawn),0,0,1,1.9,-4,0.6,-5,-5,i

# Quoted at random: two entries already listed, in no set order.
SMILES,PABP1 MLLE inh,CSN inh,Rin1 Abl inh,MsrA inhibitor,FAS-TE inh,Tb MetRS inh,MsrA act,eLon inh,Neddylation inh
COc1ccc(S(=O)(=O)N2CCCOC2CNC(=O)C(=O)NCCCn2ccnc2)cc1 (stereo not drawn),-3,1,3,0.2,-14,-0.4,0,-4,i
COc1cc(C(=O)NC2CC(C)(C)NC(C)(C)C2)cc(OC)c1OC,-3,-6,0,-1.6,-5,-0.5,-3,3,i

# Additional entries:
SMILES,PABP1 MLLE inh,CSN inh,Rin1 Abl inh,MsrA inhibitor,FAS-TE inh,Tb MetRS inh,MsrA act,eLon inh,Neddylation inh
COc1cc(S(=O)(=O)NCC2OCCc3ccccc32)ccc1-n1cnnn1 (stereo not drawn),5,1,-1,0.3,8,-0.5,-8,-13,i
COc1ccc(NC(=O)c2cn(-c3ccccc3)nc2SC)cc1,-38,1,-2,-0.2,15,0.2,-1,-3,i
O=C(COC(=O)/C=C/c1ccc(Cl)cc1Cl)Nc1cc(C(F)(F)F)ccc1N1CCOCC1,16,-5,-2,0.1,-4,-0.6,4,-5,i
CC(C)c1ccc(-c2nc3ccccc3s2)cc1,11,-2,-2,-0.6,23,-0.1,-2,-10,i
Cn1cccc1C(C#N)c1ncc(C(F)(F)F)cc1Cl (stereo not drawn),-3,5,-1,2.0,-6,0.2,-2,-3,i
Cc1ccccc1NC(=O)c1sc(Cl)nc1-c1ccccc1,3,-3,-1,0.3,5,-0.2,-1,-3,i
CCNC(=S)NNC(=O)c1cccs1,-12,-1,0,-0.2,0,-1.7,-2,3,i
COc1cccc(S(=O)(=O)N(C)C[C@@H]2OCc3cnnn3CCCC(=O)N([C@@H](C)CO)C[C@@H]2C)c1,-4,4,0,1.8,-4,-1.1,-1,-1,i
COc1ccc(NC(=O)Nc2ccc3c(c2)C(=O)N([C@H](C)CO)C[C@H](C)[C@@H](CN(C)C(=O)Nc2ccc(C(F)(F)F)cc2)O3)cc1,-12,20,3,0.5,14,-0.1,-1,-3,i
Cc1ccc2c(CC(=O)NCC3COc4ccccc4O3)coc2c1 (stereo not drawn),-1,7,-2,-1.0,10,-0.7,-3,2,i
CC(=O)Nc1cccc(OC(=O)N2CCOCC2)c1,1,0,-2,-0.1,-8,0.2,-2,-3,i
O=C1COc2ccc(C(=O)COC(=O)c3ccc(S(=O)(=O)C(F)F)cc3)cc2N1,-17,-1,3,0.3,-2,-0.3,-2,2,i
Cc1cc(C)cc(NC(=O)c2ccc(Cn3nc(C)c(Cl)c3C)o2)c1,-5,4,1,-1.0,17,0.2,-2,2,i
COCCn1nnnc1C(c1ccc2ncccc2c1)N1CCN(c2ccccc2F)CC1 (stereo not drawn),-10,7,0,-0.2,-2,-0.6,-4,6,i
Cc1noc(C)c1CSCC(=O)Nc1cc(Cl)ccc1N1CCCCC1,2,3,-2,0.5,22,-0.4,-2,4,i
O=C(NCc1ccc(Cl)cc1)C1CCCN1C(=O)Nc1ccccc1 (stereo not drawn),11,-3,-1,0.9,-2,-0.5,-2,3,i
COc1cc(C)nc(-c2csc(C)n2)n1,-11,1,-3,-1.2,-8,-0.6,-9,10,i
O=C(NC(=S)Nc1cccc2ncccc12)c1cccs1,23,-8,-2,3.9,0,-0.5,-4,0,i
O=C1/C(=C/c2cccc(Br)c2)SC(=S)N1CCC(=O)N(CCO)c1ccccc1,13,3,-4,1.0,17,-1.3,-3,5,i
COc1ccc(Br)cc1CNc1ccc(S(N)(=O)=O)cc1,11,-20,0,-0.2,-6,0.6,-5,-2,i
O=C(CN(c1cccc([N+](=O)[O-])c1)S(=O)(=O)c1ccccc1)N(Cc1ccccc1)Cc1ccccc1,-6,6,-1,-0.8,42,0.6,-2,8,i
